Source: PubChem BioAssay (National Center for Advancing Translational Sciences (NCATS))
TDP1 cell noCPT: qHTS for Inhibitors of human tyrosyl-DNA phosphodiesterase 1 (TDP1): qHTS in cells in absence of CPT | DT40 Tdp1-/- hTDP1 cells, no CPT, ATP luminescence, 48 h | Potency, µM (doses to about 46.2 µM), inactives show at the top dose activity change, negative = growth inhibition, most hits filed as inhibitors | actives 15% (n = 420,000); further: nearly all actives have a fitted effect of over 55% in size
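A cellular qHTS used chicken DT40 cells lacking endogenous Tdp1 but carrying stably transfected human TDP1. Compounds were applied without camptothecin, and cell growth kinetics were judged by ATP-dependent luminescence after ≥48 hr.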
KAT2A inh: inhibitors of human GCN5L2 histone acetyltransferase; actives 0.21% (n = 390,000); Q92830; GCN5L2 HAT assay, ThioGlo1 CoA-SH fluorescence; AID 504327; Potency, µM (top dose mostly 58.9 µM), without a hit: top-dose activity change, negative = inhibition, hits mostly inhibitors
Target sequence (Q92830 whole entry, looked up): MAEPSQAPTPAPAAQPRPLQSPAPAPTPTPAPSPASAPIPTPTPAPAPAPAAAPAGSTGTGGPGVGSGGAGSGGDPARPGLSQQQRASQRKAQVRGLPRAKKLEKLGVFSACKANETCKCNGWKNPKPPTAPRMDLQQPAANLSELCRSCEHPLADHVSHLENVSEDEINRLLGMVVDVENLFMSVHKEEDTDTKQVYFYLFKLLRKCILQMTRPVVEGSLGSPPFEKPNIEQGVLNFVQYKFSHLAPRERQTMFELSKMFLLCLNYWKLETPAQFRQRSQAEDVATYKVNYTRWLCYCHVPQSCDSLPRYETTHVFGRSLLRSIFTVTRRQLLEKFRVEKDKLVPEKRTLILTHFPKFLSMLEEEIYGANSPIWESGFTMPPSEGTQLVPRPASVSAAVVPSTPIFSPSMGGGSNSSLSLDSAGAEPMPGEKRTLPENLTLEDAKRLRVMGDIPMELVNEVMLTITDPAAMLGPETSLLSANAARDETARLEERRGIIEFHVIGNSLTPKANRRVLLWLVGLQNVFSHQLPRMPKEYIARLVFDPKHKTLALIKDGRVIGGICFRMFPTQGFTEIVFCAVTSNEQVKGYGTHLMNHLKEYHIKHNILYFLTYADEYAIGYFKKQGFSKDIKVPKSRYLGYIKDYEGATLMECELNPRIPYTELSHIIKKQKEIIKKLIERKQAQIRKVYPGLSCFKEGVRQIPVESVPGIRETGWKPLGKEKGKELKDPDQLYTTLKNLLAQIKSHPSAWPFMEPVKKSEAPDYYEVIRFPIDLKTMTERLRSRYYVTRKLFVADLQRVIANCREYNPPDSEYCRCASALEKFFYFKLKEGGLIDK
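Fluorescence readout, Ex340nm/Em540nm: ThioGlo1 (50uM final) reacts with free CoA thiol released as 20nM GCN5L2 acetylates H3(1-25) peptide (75uM) using acetyl-CoA (70uM). Compound and enzyme sat 15 min beforehand; 20 min room-temperature reaction.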
DT40 TDP1 CPT: growth inhibition of DT40 Tdp1-/-;hTDP1 cells with camptothecin (screen for TDP1 inhibitors) | chicken DT40 Tdp1-/-;hTDP1 cells + 20 nM CPT, ATP luminescence, 48 h | Potency, µM (titrated, usually from 46.2 µM), inactives show at the highest dose activity change, negative = growth inhibition, usual class: inhibitors | actives 12% (n = 420,000); further: nearly all actives have a fitted effect of over 55% in size
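Chicken DT40 Tdp1-/- cells stably complemented with human TDP1 were seeded at 400 cells/well in medium containing 20 nM camptothecin, exposed to pin-transferred compounds, and grown at 37 °C for at least 48 hr. Viability was read as ATP luminescence.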
Active calls of the source: *; [ ] = dose if it differs, or a comment. The call rests on the fitted dose curve; in most records, active means well fitted curve in the direction sought with a large enough effect; inconclusive means small, poorly fitted or top-dose-only effect, or another doubt; inactive means no such curve, though single readings can be large; an effect the other way counts as inactive or inconclusive. On the % scale 0 is the no-effect control and ±100 the full control effect; potency means the concentration at half of the fitted maximal effect.

For Cc1ccc(-c2cc3ncc(C(=O)c4cc([N+](=O)[O-])ccc4O)cn3n2)cc1 the results were TDP1 cell noCPT 2.31µM*, KAT2A inh inconclusive and DT40 TDP1 CPT inconclusive.
Screening Cc1ccc(N2C(N)=C(C#N)C(c3cccs3)C3=C2CC(C)(C)CC3=O)cc1 (stereo not given) returned TDP1 cell noCPT inconclusive, KAT2A inh 0.3% and DT40 TDP1 CPT -20.7%.
`COCC(C)NC(C(=O)Nc1ccc(C)c(Cl)c1)c1ccccc1` (stereo not given) gave TDP1 cell noCPT inconclusive, KAT2A inh -2.0% and DT40 TDP1 CPT inconclusive.
Screening COc1cc(CN(C(=O)c2ccccc2)c2ccccn2)cc(OC)c1OC returned TDP1 cell noCPT inconclusive, KAT2A inh -8.1% and DT40 TDP1 CPT inconclusive.
For CC1=C(C(=O)N2CCN(c3cccc(C(F)(F)F)c3)CC2)C2(CCCCC2)OC1=O the results were TDP1 cell noCPT inconclusive, KAT2A inh -4.3% and DT40 TDP1 CPT inconclusive.
Screening COc1cccc(CNC(=O)C(=O)NCC(c2ccco2)N2CCOCC2)c1 (stereo not given) returned TDP1 cell noCPT -21.2%, KAT2A inh -3.4% and DT40 TDP1 CPT -11.0%.
Screening CCc1cccc(CC)c1NC(=O)COC(=O)/C(C#N)=C/c1ccc(OC)cc1 returned TDP1 cell noCPT -20.7%, KAT2A inh 3.7% and DT40 TDP1 CPT -11.4%.
Screening O=C(Nc1ccc(F)cc1)C(c1ccnc2ccccc12)N1CCN(c2cccc(C(F)(F)F)n2)CC1 (stereo not given) returned TDP1 cell noCPT 20.6µM* and DT40 TDP1 CPT inconclusive.
Screening CCC(=O)N1CCc2cc(CNC(=O)Nc3cc(OC)c(OC)c(OC)c3)ccc21 returned TDP1 cell noCPT -17.0%, KAT2A inh -7.6% and DT40 TDP1 CPT -16.7%.
Screening COc1ccccc1CN=C1NC(=O)C(CC(=O)Nc2ccc(OC)c(OC)c2)S1 (stereo not given) returned TDP1 cell noCPT -6.4%, KAT2A inh -3.3% and DT40 TDP1 CPT -2.1%.
COc1cc(CNCCCN2CCOCC2)cc(Br)c1OCc1ccc(Cl)cc1 was read as TDP1 cell noCPT 3.66µM*, KAT2A inh 1.1% and DT40 TDP1 CPT 3.66µM*.
COc1cccc(CN2CCN(Cc3cccc(Br)c3)CC2)c1OC was read as TDP1 cell noCPT inconclusive, KAT2A inh 14.9% and DT40 TDP1 CPT -12.1%.
`Cc1cc(C(=O)NNC(=O)c2cccc(S(=O)(=O)N3CCOCC3)c2)c2ccccc2n1` gave TDP1 cell noCPT -3.6%, KAT2A inh -0.4% and DT40 TDP1 CPT -21.5%.
Screening Cn1cnc([N+](=O)[O-])c1Sc1ccncn1 returned TDP1 cell noCPT 13µM* and DT40 TDP1 CPT -27.9%.
For Cc1ccccc1-n1c(Cn2c(=O)sc3ccccc32)nnc1SCC(N)=O the results were TDP1 cell noCPT -8.5%, KAT2A inh -15.5% and DT40 TDP1 CPT -4.3%.
For COc1cccc(/C=N/Nc2ccnc(=O)[nH]2)c1O the results were TDP1 cell noCPT 0.0651µM*, KAT2A inh -2.0% and DT40 TDP1 CPT 0.0231µM*.
Screening Cc1ccc(C(=O)/C=C/Nc2ccccc2C(N)=O)cc1 returned TDP1 cell noCPT -25.2%, KAT2A inh 5.1% and DT40 TDP1 CPT -15.2%.
O=c1ccn([C@@H]2O[C@H](CNCc3ccccc3)[C@@H](O)[C@H]2O)c(=O)[nH]1 was read as TDP1 cell noCPT -10.0% and DT40 TDP1 CPT 2.7%.
Cc1ccc(S(=O)(=O)N(C)c2ccc(C(=O)Nc3c(C)n(C)n(-c4ccccc4)c3=O)cc2)cc1 was read as TDP1 cell noCPT -8.5%, KAT2A inh -18.8% and DT40 TDP1 CPT -12.4%.
CC1CCCCC1NCC#CCOc1ccc(Cl)cc1 (stereo not given) was read as TDP1 cell noCPT inconclusive, KAT2A inh -11.8% and DT40 TDP1 CPT inconclusive.
Screening O=C(Nc1ccc(F)cc1)/C(=C1/CCCCCN1)[N+](=O)[O-] returned TDP1 cell noCPT 4.1%, KAT2A inh -26.1% and DT40 TDP1 CPT 1.7%.
Cc1nc(Nc2cccc(C(F)(F)F)c2)nc2c1C(=O)CC(C)C2 (stereo not given) was read as TDP1 cell noCPT inconclusive, KAT2A inh -5.7% and DT40 TDP1 CPT inconclusive.
For Cc1nn(-c2ccc(F)cc2)c(C)c1NS(=O)(=O)c1ccc2ccccc2c1 the results were TDP1 cell noCPT inconclusive, KAT2A inh -15.9% and DT40 TDP1 CPT inconclusive.
`CCc1nnc(NC(=O)c2c(OC)cccc2OC)s1` gave TDP1 cell noCPT -0.6%, KAT2A inh -3.4% and DT40 TDP1 CPT -1.4%.

Of the compounds above, three have a CF3 group:
For CC1=C(C(=O)N2CCN(c3cccc(C(F)(F)F)c3)CC2)C2(CCCCC2)OC1=O the results were TDP1 cell noCPT inconclusive, KAT2A inh -4.3% and DT40 TDP1 CPT inconclusive.
Screening O=C(Nc1ccc(F)cc1)C(c1ccnc2ccccc12)N1CCN(c2cccc(C(F)(F)F)n2)CC1 (stereo not given) returned TDP1 cell noCPT 20.6µM* and DT40 TDP1 CPT inconclusive.
Cc1nc(Nc2cccc(C(F)(F)F)c2)nc2c1C(=O)CC(C)C2 (stereo not given) was read as TDP1 cell noCPT inconclusive, KAT2A inh -5.7% and DT40 TDP1 CPT inconclusive.

Further results:
Screening CCOc1cc(N2CCOCC2)c(OCC)cc1NC(=O)COc1cccc2cccnc12 returned TDP1 cell noCPT 10.3µM*, KAT2A inh -2.8% and DT40 TDP1 CPT 10.3µM*.
`COc1ccc(C2=NN(Cc3ccccc3)C3C(=O)NC(=O)C23)cc1` (stereo not given) gave TDP1 cell noCPT -12.2%, KAT2A inh 0.7% and DT40 TDP1 CPT -11.6%.
CCOC(=O)c1cccc2c1-c1ccccc1/C2=N/O was read as TDP1 cell noCPT -17.6%, KAT2A inh -8.9% and DT40 TDP1 CPT -15.8%.
Screening O=C(CN1C(=O)COc2ccc(S(=O)(=O)N3CCCCC3)cc21)NCCc1ccc(Cl)cc1 returned TDP1 cell noCPT 18.4µM*, KAT2A inh -6.3% and DT40 TDP1 CPT inconclusive.
Screening COCCCNC(=O)Nc1ccc(Br)cc1Cl returned TDP1 cell noCPT -13.0%, KAT2A inh -1.6% and DT40 TDP1 CPT -22.2%.
`Nc1ccc(C(=O)Nc2ccc(Nc3ccncc3)cc2)cc1` gave TDP1 cell noCPT 29.1µM*, KAT2A inh 4.7% and DT40 TDP1 CPT inconclusive.
O=C1CCCN1CC(O)CS(=O)(=O)Cc1ccc(Cl)c(Cl)c1 (stereo not given) was read as TDP1 cell noCPT 4.5%, KAT2A inh -1.9% and DT40 TDP1 CPT -1.5%.
`CC(=O)NC(Cc1c[nH]c2ccccc12)C(=O)NCc1ccc2c(c1)OCO2` (stereo not given) gave TDP1 cell noCPT 2.1%, KAT2A inh -2.1% and DT40 TDP1 CPT 2.3%.
Screening CC(C)C[C@H](NC(=O)N1CCn2c1nc1ccccc12)C(=O)NCc1ccc2c(c1)OCO2 returned TDP1 cell noCPT inconclusive, KAT2A inh -7.3% and DT40 TDP1 CPT inconclusive.
Screening CC(C)NC(=O)c1cc2cc(Br)ccc2oc1=O returned TDP1 cell noCPT 23.1µM*, KAT2A inh -3.6% and DT40 TDP1 CPT inconclusive.
`O=C(CSc1nnc(Cn2nnc(-c3ccccc3)n2)n1-c1ccccc1)Nc1ccc(F)cc1` gave TDP1 cell noCPT -3.6%, KAT2A inh -0.6% and DT40 TDP1 CPT -14.7%.
`Cc1ccc(OCCN2CCC2(C)C(=O)Nc2ccc3c(c2)OCO3)cc1` (stereo not given) gave TDP1 cell noCPT -25.0% and DT40 TDP1 CPT -25.2%.
COc1ccccc1CNS(=O)(=O)c1c(C(=O)N2CCCCCC2)c(C)n(C)c1C was read as TDP1 cell noCPT 16.9%, KAT2A inh -7.0% and DT40 TDP1 CPT -14.8%.
CCCC(=O)Nc1sc2c(c1C(=O)OC)C(C(=O)OC)CC2 (stereo not given) was read as TDP1 cell noCPT -20.9%, KAT2A inh -6.8% and DT40 TDP1 CPT 4.7%.
`Cc1c(C(=O)Nc2cc(F)cc(F)c2)cnn1-c1ccccc1` gave TDP1 cell noCPT 11.6µM*, KAT2A inh -23.3% and DT40 TDP1 CPT 13µM*.
Screening O=C(O)C1CCCN1c1ncnc2ccccc12 (stereo not given) returned TDP1 cell noCPT -10.2%, KAT2A inh -0.4% and DT40 TDP1 CPT -36.8%.
Screening CC(C)c1nc(SCC(=O)Nc2ccc([N+](=O)[O-])cc2Br)n[nH]1 returned TDP1 cell noCPT inconclusive, KAT2A inh -5.2% and DT40 TDP1 CPT inconclusive.
Screening NC(=O)N/N=C/c1sc(=O)n(-c2ccccc2)c1Cl returned TDP1 cell noCPT -16.4%, KAT2A inh -24.5% and DT40 TDP1 CPT -22.6%.
For O=C(COC(=O)CC1CC2CCC1C2)Nc1ccc(F)cc1 (stereo not given) the results were TDP1 cell noCPT 7.0%, KAT2A inh -16.7% and DT40 TDP1 CPT -14.7%.
For CCc1ccc(CNC(=O)c2nn(-c3ccc(C)c(C)c3)nc2CO)cc1 the results were TDP1 cell noCPT -18.6%, KAT2A inh -10.5% and DT40 TDP1 CPT -17.5%.
For CC(C)OCCCNC(=O)C1CCN(S(=O)(=O)N2CCCCC2)CC1 the results were TDP1 cell noCPT -3.6%, KAT2A inh 0.0% and DT40 TDP1 CPT -20.1%.
Screening COc1ccc(CCN(C)C(=O)C2CCN(C(=O)Nc3ccccc3)CC2)cc1OC returned TDP1 cell noCPT -5.9%, KAT2A inh -14.5% and DT40 TDP1 CPT -0.7%.
For CC(=O)c1ccc(NC(=O)C(C)Sc2nnnn2C)cc1 (stereo not given) the results were TDP1 cell noCPT -14.0%, KAT2A inh -0.9% and DT40 TDP1 CPT -17.9%.
Screening CC(C)c1ccc(OCC(=O)Nc2c3c(nn2C(C)(C)C)CS(=O)(=O)C3)cc1 returned TDP1 cell noCPT inconclusive, KAT2A inh -4.9% and DT40 TDP1 CPT 11.6µM*.
O=[N+]([O-])c1ccc(OCC2CC(c3ccccc3)=NO2)cc1 (stereo not given) was read as TDP1 cell noCPT inconclusive, KAT2A inh -4.8% and DT40 TDP1 CPT 30.4%[activator].
For COc1ccc(CNC(=O)c2nn(C)c3c2CSc2ccccc2-3)cc1 the results were TDP1 cell noCPT inconclusive, KAT2A inh 0.7% and DT40 TDP1 CPT inconclusive.
`COc1ccc(-n2c(Cc3cccn3C)nnc2SCC(=O)Nc2ccccc2)cc1` gave TDP1 cell noCPT -0.2%, KAT2A inh -7.8% and DT40 TDP1 CPT -23.9%.
Screening O=C(COC(=O)c1c2c(nc3ccccc13)/C(=C\c1cccs1)CCC2)Nc1ccccc1 returned TDP1 cell noCPT 9.2µM*, KAT2A inh -11.4% and DT40 TDP1 CPT 20.6µM*.
`O=C(c1ccc(C(F)(F)F)cc1)N1CCN(S(=O)(=O)c2ccc3c(c2)OCCCO3)CC1` gave TDP1 cell noCPT inconclusive, KAT2A inh -1.6% and DT40 TDP1 CPT inconclusive.
For O=S(=O)(c1cccc(Cl)c1)N1CN(CC2CCCO2)c2nc3ccccc3nc21 (stereo not given) the results were TDP1 cell noCPT inconclusive, KAT2A inh -13.0% and DT40 TDP1 CPT inconclusive.
For C=CCC1c2cccc(C(=O)O)c2C(=O)N1c1ccc(Cl)cc1 (stereo not given) the results were TDP1 cell noCPT -0.5%, KAT2A inh -13.1% and DT40 TDP1 CPT 1.6%.
Screening Cc1cccc(Cn2cnc3c(oc4ccccc43)c2=O)c1 returned TDP1 cell noCPT -29.5%, KAT2A inh -13.0% and DT40 TDP1 CPT inconclusive.
`CC(C)C(NC(=O)c1ccccc1)C(=O)OCC(=O)N1CCCC1` (stereo not given) gave TDP1 cell noCPT 8.7%, KAT2A inh -5.2% and DT40 TDP1 CPT -0.2%.
For Cc1ccc(NC(=O)COc2ccc3oc4c(c3c2)CCCC4)c(C)c1 the results were TDP1 cell noCPT inconclusive, KAT2A inh 1.6% and DT40 TDP1 CPT inconclusive.
Cc1ccc(-c2nc3ccccc3o2)cc1NC(=O)c1cccc2c(Cl)cccc12 was read as TDP1 cell noCPT -23.4%, KAT2A inh 2.4% and DT40 TDP1 CPT inconclusive.

Of the compounds above, these have a cyano group.
Screening Cc1ccc(N2C(N)=C(C#N)C(c3cccs3)C3=C2CC(C)(C)CC3=O)cc1 (stereo not given) returned TDP1 cell noCPT inconclusive, KAT2A inh 0.3% and DT40 TDP1 CPT -20.7%.
Screening CCc1cccc(CC)c1NC(=O)COC(=O)/C(C#N)=C/c1ccc(OC)cc1 returned TDP1 cell noCPT -20.7%, KAT2A inh 3.7% and DT40 TDP1 CPT -11.4%.
